# tim23-1 inh – growth inhibitors of tim23-1 mutant yeast. S. cerevisiae tim23-1 growth, BacTiter-Glo luminescence, 24 h. inhibition, % at 20 µM. 330,000 tested, 1.3% active;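 active = growth inhibition of the mutant yeast at or above 50%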;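 also: temperature-sensitive mutant grown at 25 °C; plate controls were DMSO-treated mutant yeast for no effect and medium wells lacking yeast for full effect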
# UPR XBP1 act – adaptive UPR (XBP1) activation | 330,000 tested, 0.33% active | AID 463104 | CHO-XBP1 luciferase reporter, IRE1-XBP1 UPR activation, luminescence; percent of tunicamycin response, DMSO as zero | activation, % at 20 µM;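 active = versus positive control, 20 µM dose yields 30% or more activation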;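 also: 100% = tunicamycin at 10 µg/mL and 0% = DMSO only wells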
#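 Material – CHO cell line with stable XBP1 luciferase reporter · Buffer or medium – F12 plus 10% FBS · Compound – single point, 20 µM final compound, 1% DMSO · Schedule – 16-18 h cell attachment at 37 °C, then 6 h compound exposure · Signal – Steady-Glo luminescence read · Benchmarks – high control tunicamycin 10 µg/mL final, low control DMSO vehicle only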
# APJ antagonist – antagonists of human APJ apelin receptor; CHO-K1 APJ beta-arrestin complementation, luminescence; P35414; 330,000 tested, 0.32% active; AID 2521; inhibition, % at 20 µM;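 active = inhibition above about 40% at 20 µM, limit read from the data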;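 also: cells challenged with 10 nM apelin-13 agonist together with compound; plate controls were apelin-13 plus DMSO wells for no effect and DMSO wells lacking apelin-13 for full effect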
# Target sequence (P35414 whole entry, looked up): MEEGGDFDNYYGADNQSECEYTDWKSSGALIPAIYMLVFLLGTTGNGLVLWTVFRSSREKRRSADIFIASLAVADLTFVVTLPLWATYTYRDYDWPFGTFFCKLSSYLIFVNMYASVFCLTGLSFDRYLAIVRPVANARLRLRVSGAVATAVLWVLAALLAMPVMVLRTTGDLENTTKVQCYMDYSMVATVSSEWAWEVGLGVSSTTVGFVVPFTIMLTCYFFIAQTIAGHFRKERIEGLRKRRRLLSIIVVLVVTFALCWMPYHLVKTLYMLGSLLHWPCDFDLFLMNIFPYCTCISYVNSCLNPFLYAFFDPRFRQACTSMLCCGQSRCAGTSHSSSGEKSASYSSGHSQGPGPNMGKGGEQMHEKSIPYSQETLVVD
# UPR CHOP act – apoptotic UPR (CHOP) activation. CHO-CHOP luciferase reporter, luminescence; percent of tunicamycin response over DMSO baseline. activation, % at 10 µM. 330,000 tested, 0.34% active. AID 449763;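 active = at 10 µM dose, activation of 40% or more, normalized to positive control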;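 also: 100% = tunicamycin at 10 µg/mL and 0% = DMSO alone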
#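 System: CHO-CHOP luciferase reporter cell line | Buffer or medium: F12 medium containing 10% fetal bovine serum | Doses: One dose, 10 µM in 0.5% DMSO | Times: 6 h compound exposure at 37 °C after overnight seeding | Signal: Luciferase luminescence | Read-out: % activation vs tunicamycin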
# CXCR6 block – inhibitors of human CXCR6 receptor. O00574. AID 602244. inhibition, % at 20 µM. 360,000 tested, 0.36% active. CHO-K1 PathHunter CXCR6 beta-arrestin, luminescence; in the data active = inhibition above about 34%, passing the limit was not always enough;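 also: antagonist mode with CXCL16 agonist at 10 nM final; 0% = 10 nM CXCL16 with DMSO and 100% = unstimulated wells without agonist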
# Target sequence (O00574 whole entry, looked up): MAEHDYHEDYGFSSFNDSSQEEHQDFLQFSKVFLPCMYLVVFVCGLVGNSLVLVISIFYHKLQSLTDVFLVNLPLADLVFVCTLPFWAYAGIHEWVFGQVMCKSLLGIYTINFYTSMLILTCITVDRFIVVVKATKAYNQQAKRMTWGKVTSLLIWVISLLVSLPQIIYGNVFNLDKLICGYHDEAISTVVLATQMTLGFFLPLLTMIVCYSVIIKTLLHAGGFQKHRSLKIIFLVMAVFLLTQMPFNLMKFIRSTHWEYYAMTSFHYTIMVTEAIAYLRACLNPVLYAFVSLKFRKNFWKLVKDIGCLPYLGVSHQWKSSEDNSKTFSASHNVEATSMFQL
# CCR6 antagonist – blocks CCL20-driven beta-arrestin recruitment at human CCR6 | P51684 | CHO-K1 CCR6 PathHunter beta-arrestin, luminescence, CCL20-stimulated | inhibition, % at 20 µM | 340,000 tested, 0.49% active | AID 493098;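 active = compounds whose inhibition of the agonist-driven luminescence signal at 20 µM reaches about 50%, limit read from the data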;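 also: cells stimulated with CCL20 at 14 nM final; plate controls were DMSO with CCL20 for no effect and DMSO without agonist for full effect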
# Target sequence (P51684 whole entry, looked up): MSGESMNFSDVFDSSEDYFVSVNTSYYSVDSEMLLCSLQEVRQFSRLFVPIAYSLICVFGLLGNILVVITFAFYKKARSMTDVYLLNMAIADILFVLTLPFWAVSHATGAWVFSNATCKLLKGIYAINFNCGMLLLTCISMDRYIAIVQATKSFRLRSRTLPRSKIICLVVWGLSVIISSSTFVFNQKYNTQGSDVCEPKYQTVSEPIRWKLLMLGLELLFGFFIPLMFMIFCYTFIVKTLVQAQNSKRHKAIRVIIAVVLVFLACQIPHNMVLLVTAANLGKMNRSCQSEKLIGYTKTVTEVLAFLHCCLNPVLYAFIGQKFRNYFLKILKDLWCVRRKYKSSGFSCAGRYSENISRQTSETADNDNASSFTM
# EBI2 block – antagonists of human EBI2 receptor | EBI2 beta-arrestin recruitment, luminescence, 7a,25-OHC stimulated | inhibition, % at 5 µM | 360,000 tested, 0.81% active; in the data active = inhibition above about 38%;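 also: enzyme fragment complementation signal reports receptor beta-arrestin coupling in cells; 0% = agonist plus DMSO wells and 100% = wells without agonist; some results beyond the cut were filed as inactive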
# APJ ag – APJ receptor agonism. P35414. CHO-K1 APJ PathHunter beta-arrestin, luminescence; 0% DMSO wells, 100% apelin. activation, % at 20 µM. 330,000 tested, 0.11% active. AID 2520;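 active = activation more than six SD over the plate average, tested at 20 µM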;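 also: 0% = DMSO alone and 100% = apelin-13 at 10 nM; some results filed as inactive read as strong as hits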
#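 Test system: CHO-K1 APJ beta-arrestin complementation cell line. Amount: cell density 1000 per well. Controls: DMSO negative, 10 nM Apelin-13 positive. Signal: luminescent beta-gal fragment complementation, chemiluminescent substrate. Read-out basis: agonist-driven arrestin binding to APJ. Timing: compound stimulation 90 min at 25 °C, detection 60 min.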
# Mdm2 MdmX PPI – disrupts the human Mdm2-MdmX interaction; O15151+Q00987; SaOS-2 split-luciferase Mdm2/MdmX complementation, luminescence; inhibition, % at 8 µM; 330,000 tested, 3% active; AID 485346;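 active = inhibition of at least 50% at 8 µM in the primary screen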
# * = called active by the depositor; x = not tested or not shown. A portion of the library, so the mix of outcomes need not match the whole.
SMILES,tim23-1 inh,UPR XBP1 act,APJ antagonist,UPR CHOP act,CXCR6 block,CCR6 antagonist,EBI2 block,APJ ag,Mdm2 MdmX PPI
CCCCn1c(N)c(N(CC)C(=O)COc2ccc(C#N)cc2)c(=O)[nH]c1=O,3,-1,9,1.1,-10,0,-4,-1,17
CCCc1nc2c(sc3nc4c(cc32)COC(C)(C)C4)c(=O)n1CCN(C)C,15,1,-11,1.7,-4,11,3,-1,7
Cc1nc(SCC(=O)N2CC(=O)Nc3ccccc32)c2c(C)c(C)sc2n1,22,2,3,-3.3,10,3,-2,-1,19
N#Cc1c(-c2ccco2)cc(-c2cccnc2)nc1N,4,0,-4,1.6,3,6,-12,0,-19
Clc1ccc(OCCSc2ncccn2)c(Br)c1,-10,1,-4,2.1,-10,9,-2,-3,-146
O=C(Nc1cccc(S(=O)(=O)N2CCOCC2)c1)C1=NN(c2ccccc2)C(=O)CC1,21,-1,10,-0.7,-1,4,6,-3,30
CC(=O)c1cccc(S(=O)(=O)NCC(c2ccco2)N2CCCCC2)c1 (configuration not stated),1,-1,4,-0.2,-9,1,7,-1,5
COc1ccc(NC2CCCN(C(=O)CSc3ccncc3)C2)cc1 (configuration not stated),2,1,-1,0.5,-3,10,-1,4,6
Cc1c(CN(C)C(=O)CSc2nc(-c3ccco3)cc(C(F)(F)F)n2)cnn1C,0,-3,3,-0.9,-2,4,-10,-3,1
COc1ccc(CNC(=O)CCn2ccc3cc(S(=O)(=O)N4CCCC4)ccc32)cc1,1,-4,13,1.5,-5,3,11,1,-4
O=C(Nc1cccnc1Cl)c1ccc(Cl)c([N+](=O)[O-])c1,8,-1,-42,2.4,-33,-7,-7,2,-6
O=C(NCc1ccccc1)C1CCCN(C(=O)Nc2ccccc2)C1 (configuration not stated),19,-1,-44,1.4,-7,-1,8,-3,-20
Cc1ccc(CN2CCc3c(OCC(=O)Nc4cccc(C)c4C)cccc3C2=O)cc1,-3,-1,-15,1.5,x,x,x,-1,-20
C=C(C)C(=O)Nc1cccnc1Oc1ccc(F)cc1,-7,-3,11,-0.8,-1,-12,0,-4,-1
CCOC(=O)c1ccc2nc(NC(=O)c3ccco3)sc2c1,41,-1,17,3.8,-17,6,-11,-1,-233
O=c1c2c(nc3n1CCCCC3)-c1ccccc1CC21CCCC1,36,-4,-18,-4.0,-2,3,4,3,-12
Cc1ccccc1-c1cc(C(=O)NCc2cccc(C(F)(F)F)c2)n(CC2CC(c3cccnc3)=NO2)n1 (configuration not stated),6,-5,4,-1.6,8,25,4,-2,26
CCC(CC)NC(=O)Cc1ccc(F)cc1,-11,-2,9,-1.5,0,4,-3,-3,11
CCOc1ccc(/C=C2\CCC(C3CCCC3)C2=O)cc1OC (configuration not stated),17,-1,9,5.9,7,10,6,-1,-5
O=C(CCC(=O)N1CCOc2ccccc21)NCCCN1CCCCC1,15,0,4,0.2,-3,14,-7,-5,5
COc1cccc(C2=NOC(C(=O)Nc3ccc4c(c3)OCO4)C2)c1OC (configuration not stated),22,-2,8,0.5,2,1,-4,-3,-10
CC1(c2nnc(Cc3ccccc3)o2)CC(c2ccc(F)cc2)=NO1 (configuration not stated),-4,0,10,0.3,-3,1,-8,-6,17
COc1ccccc1NC(=O)CCN1C(=O)C2CC=CCC2C1=O (configuration not stated),16,-1,10,-0.6,-6,5,-5,4,21
COc1ccc(/C=N/NC(=S)Nc2cc(C(F)(F)F)ccc2Cl)cc1,11,3,25,0.5,5,-15,19,3,25
Cc1ccc(NC(=O)CSc2nnc(C)n2CC2CCCO2)cc1 (configuration not stated),-6,-1,0,-1.3,2,-8,6,-3,10
NC(=S)N/N=C/c1ccc(Br)o1,8,-5,5,0.1,-7,5,1,-4,5
CC(=O)NC1C(=O)N(C)c2ccc(Br)cc21 (configuration not stated),30,-2,-8,-1.8,4,17,-5,-3,28
CCNS(=O)(=O)c1ccc(C(=O)OCC(=O)N2CCCc3ccccc32)cc1,16,2,12,-1.1,0,9,-7,-3,21
O=C(CSc1nnc(-c2ccco2)n1Cc1ccco1)NCc1cccs1,12,1,3,-0.8,4,-10,-7,-2,-6
Cc1cccc(S(=O)(=O)N2CCCc3ccccc32)c1,-6,1,11,0.9,-8,15,7,-4,-22
Cc1ccc(NS(=O)(=O)c2c(C)ccc3nsnc23)c([N+](=O)[O-])c1,26,1,-7,-0.5,14,15,7,-4,13
O=C(c1ccccc1)N1CCN(c2ccc([N+](=O)[O-])cc2-n2cccc2)CC1,21,-6,22,2.3,8,14,24,0,15
Cc1ccc2c(c1)nnn2C1CCN(C(=O)NCc2ccccc2)CC1,7,-4,-45,-2.4,2,6,-3,-2,3
O=S(=O)(Nc1ccccc1N1CCOCC1)c1ccccc1C(F)(F)F,18,0,9,0.8,9,2,41,-2,16
COc1cc(OC)cc(C(=O)NC(C(=O)NCCc2ccccn2)C(C)C)c1 (configuration not stated),14,-1,-2,-0.3,0,-2,-6,-4,16
CCOc1ccc(/C=N/NC(=O)c2ccoc2C)cc1OC,4,2,12,4.8,2,11,-4,-4,-43
COc1ccccc1NC(=O)Cc1noc(CSc2nnc(C)s2)n1,16,1,-1,2.3,-1,11,-2,-3,14
COC(=O)c1cc(-c2c(-c3cc(OC)c(OC)c(OC)c3)noc2C)cc([N+](=O)[O-])c1,23,-1,17,-0.9,-5,11,-7,10,0
CCn1c(SCC(=O)NC2CC2)nnc1-c1ccc(C)cc1,4,-3,0,1.6,-4,-14,2,0,7
O=C(COC(=O)c1ccccn1)NCc1ccc(Cl)cc1Cl,19,-1,-5,0.6,-5,14,-12,-1,1
COc1ccc(N=Cc2[nH]c3ccccc3c2O)cc1,6,3,4,4.2,-18,17,-13,-3,-15
Cc1ccc(-c2nn(-c3ccccc3)cc2CNCc2ccccc2)cc1,30,6,15,2.6,-6,7,-3,-3,36
CCN(c1ccc(NC(=O)CCNC(=O)c2ccco2)cc1)C(C)C,7,3,-2,-0.3,4,8,-2,0,1
Cc1ccc(S(=O)(=O)N(C)c2ccc(OC(=O)c3cccs3)cc2)cc1,6,-1,11,-2.6,10,6,11,-1,9
O=C(Nc1ccc2c(c1)nc1n2CCN(Cc2ccccc2)C1)NC1CCCCC1,6,-2,-1,3.1,9,-11,-3,-2,9
CC(C)OCCCn1c(=NC(=O)c2cccs2)c(C#N)cc2c(=O)n3ccccc3nc21,8,-7,17,0.7,-2,4,-4,2,-6
Cc1cc(=O)oc2cc(Oc3ccc(C(N)=O)cc3[N+](=O)[O-])ccc12,19,4,13,0.4,0,0,3,0,-8
Cc1c(C(=O)N/N=C/c2cccc(O)c2)nnn1-c1nonc1N,8,-1,-7,2.9,-3,2,-6,6,-9
CCOC(=O)c1ccc(NC(=O)C2CCN(S(=O)(=O)c3ccccc3)CC2)cc1,20,-3,4,-0.9,-6,6,-4,-2,-18
O=C(CCCCn1c(=O)c2ccccc2n(Cc2ccc(Cl)cc2)c1=O)NCc1ccco1,-4,-3,3,0.4,5,9,12,-4,21
Cc1ccccc1OCCC(=O)N1CCN(S(=O)(=O)c2ccccc2F)CC1,25,-3,14,-0.9,-1,-2,25,4,25
Cc1ccc(CNC(=O)C2CCN(S(=O)(=O)c3cccnc3)CC2)cc1,-8,-4,12,0.6,-3,7,52*,-6,17
CCOC(=O)c1cnc(SC)nc1Oc1cccc(NS(=O)(=O)c2ccccc2)c1,10,-1,-5,-0.2,-4,11,11,-6,23
Nc1c(Cl)cc(C2=NCCn3c2c2ccc([N+](=O)[O-])cc2[n+]3[O-])cc1Cl,0,-3,-9,-0.5,-21,-1,-7,17,19
CCCNc1nc(-c2cc(-c3ccc(Cl)cc3)on2)cc(C(C)C)n1,1,0,3,0.6,0,10,1,-5,-3
Cc1cccc(NC(=O)c2nc[nH]c2C(=O)Nc2ccccc2[N+](=O)[O-])c1,-3,30*,-9,13,-14,-33,-36,-5,51*
Cc1c(/C(O)=C2\C(=O)C(=O)N(CCN(C)C)C2c2cccs2)cnn1-c1ccccc1 (configuration not stated),7,0,6,3.8,-3,6,-7,-4,-12
CC(=O)Oc1ccc(C(=O)Nc2cccc(C(=O)c3cccc(NC(=O)c4ccc(OC(C)=O)cc4)c3)c2)cc1,7,-2,-1,3.3,0,7,2,-2,79*
Cc1ccc(S(=O)(=O)Cc2nnnn2-c2ccccc2)cc1,8,-4,4,1.1,3,1,0,0,-13
Cc1cc(C)nc(NCCC(=O)O)n1,6,-4,4,-0.7,3,8,-4,-2,6

# Exported with two lines to a compound: entries from further up
# Under each structure: tim23-1 inh | UPR XBP1 act | APJ antagonist | UPR CHOP act | CXCR6 block | CCR6 antagonist | EBI2 block | APJ ag | Mdm2 MdmX PPI
Cc1cc(=O)oc2cc(Oc3ccc(C(N)=O)cc3[N+](=O)[O-])ccc12
    19 | 4 | 13 | 0.4 | 0 | 0 | 3 | 0 | -8
Cc1cccc(NC(=O)c2nc[nH]c2C(=O)Nc2ccccc2[N+](=O)[O-])c1
    -3 | 30* | -9 | 13 | -14 | -33 | -36 | -5 | 51*
CCN(c1ccc(NC(=O)CCNC(=O)c2ccco2)cc1)C(C)C
    7 | 3 | -2 | -0.3 | 4 | 8 | -2 | 0 | 1
CCOC(=O)c1cnc(SC)nc1Oc1cccc(NS(=O)(=O)c2ccccc2)c1
    10 | -1 | -5 | -0.2 | -4 | 11 | 11 | -6 | 23
O=C(CCCCn1c(=O)c2ccccc2n(Cc2ccc(Cl)cc2)c1=O)NCc1ccco1
    -4 | -3 | 3 | 0.4 | 5 | 9 | 12 | -4 | 21

# Next part:
SMILES,tim23-1 inh,UPR XBP1 act,APJ antagonist,UPR CHOP act,CXCR6 block,CCR6 antagonist,EBI2 block,APJ ag,Mdm2 MdmX PPI
CC(C)c1nc2cc3ccccc3cc2[nH]1,24,2,1,3.1,-1,27,5,-4,-13
Clc1cc(Cl)cc(CSc2nnc(-c3sccc3-n3cccc3)o2)c1,17,-3,9,2.2,7,15,2,-2,1
COC(=O)c1c(-c2ccsc2)sc2ccc(-c3cc(OC)c(OC)c(OC)c3)cc12,12,3,2,1.4,3,18,55*,-2,64*
Cc1ccccc1NC(=O)CN1C(=O)c2ccccc2C1=O,-28,-2,0,-0.8,-6,7,-2,-4,-7
O=C(c1ccc(F)cc1)N1CCCC(c2ccccc2)C1 (configuration not stated),11,-2,0,-2.5,1,10,-5,-2,-7
COCCOC(=O)/C=C1/NC(=O)CS1,7,-3,-5,-1.0,35,13,-10,2,12
COC(=O)N/N=C/c1cc(Cl)c(OCc2ccccc2F)c(OC)c1,11,1,-9,-1.0,7,8,9,1,19
Cc1cc2cc(CCNC(=O)c3cccs3)c(=O)[nH]c2cc1C,18,3,-2,1.0,0,6,-4,-3,-83
CCN1C/C(=C/c2cccs2)c2nc3ccccc3c(C(=O)O)c2C1,8,1,-9,-0.8,3,9,13,-1,12
